Source: PubChem
USP7 block – inhibitors of human USP7 deubiquitinase; purified USP7, Ub-rhodamine cleavage fluorescence; inhibition, % at 20 µM; hit rate 0.3% among 47,000
UCHL1 inh – inhibitors of human UCHL1 deubiquitinase; Ubiquitin carboxyl-terminal hydrolase isozyme L1 (Homo sapiens), P09936; purified UCHL1, Ub-rhodamine cleavage fluorescence; inhibition, % at 20 µM; hit rate 0.2% among 47,000
Target sequence (P09936 whole entry, looked up): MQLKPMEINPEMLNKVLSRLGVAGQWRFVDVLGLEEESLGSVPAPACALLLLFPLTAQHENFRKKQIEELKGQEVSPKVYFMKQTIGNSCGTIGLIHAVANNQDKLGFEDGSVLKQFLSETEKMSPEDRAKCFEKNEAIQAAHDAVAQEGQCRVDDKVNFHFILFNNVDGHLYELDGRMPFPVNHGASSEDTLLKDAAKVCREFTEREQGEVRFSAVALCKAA
USP30 inh – inhibitors of human USP30 deubiquitinase | Ubiquitin carboxyl-terminal hydrolase 30 (Homo sapiens), Q70CQ3 | purified USP30, Ub-rhodamine cleavage fluorescence | inhibition, % at 25 µM | hit rate 5.3% among 47,000
USP17 block – inhibitors of human USP17 deubiquitinase | AID 1645855, 2021 | Ubiquitin carboxyl-terminal hydrolase 17-like protein 5 (Homo sapiens), A8MUK1 | hit rate 6.5% among 47,000 | inhibition, % at 50 µM | purified USP17, Ub-rhodamine cleavage fluorescence, 3 h
Target sequence (A8MUK1 whole entry, looked up): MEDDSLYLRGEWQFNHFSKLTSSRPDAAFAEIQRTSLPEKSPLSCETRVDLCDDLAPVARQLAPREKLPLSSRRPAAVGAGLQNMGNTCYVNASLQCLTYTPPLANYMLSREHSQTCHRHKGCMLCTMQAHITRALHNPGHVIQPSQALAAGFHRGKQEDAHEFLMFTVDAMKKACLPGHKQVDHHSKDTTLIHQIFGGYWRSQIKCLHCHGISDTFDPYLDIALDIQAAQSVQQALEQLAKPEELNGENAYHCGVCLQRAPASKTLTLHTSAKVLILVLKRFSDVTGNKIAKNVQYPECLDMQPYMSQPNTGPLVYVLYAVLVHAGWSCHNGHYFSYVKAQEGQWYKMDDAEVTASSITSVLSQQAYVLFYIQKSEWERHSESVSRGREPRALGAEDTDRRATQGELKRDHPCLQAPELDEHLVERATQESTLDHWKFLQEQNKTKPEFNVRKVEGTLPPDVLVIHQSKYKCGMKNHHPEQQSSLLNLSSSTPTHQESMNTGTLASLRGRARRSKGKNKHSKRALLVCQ
USP10 inh – inhibitors of human USP10 deubiquitinase; purified USP10, Ub-rhodamine fluorescence, 60 min; inhibition, % at 20 µM; hit rate 1.1% among 47,000; Ubiquitin carboxyl-terminal hydrolase 10 (Homo sapiens), Q14694
USP28 block – inhibitors of human USP28 deubiquitinase; Ubiquitin carboxyl-terminal hydrolase 28 (Homo sapiens), Q96RU2; purified USP28, Ub-rhodamine cleavage fluorescence, 30 min; inhibition, % at 25 µM; hit rate 3% among 47,000; AID 1645857, 2021
USP8 block – inhibitors of human USP8 deubiquitinase; purified USP8, Ub-rhodamine cleavage fluorescence, 30 min; Ubiquitin carboxyl-terminal hydrolase 8 (Homo sapiens), P40818; hit rate 4.2% among 47,000; inhibition, % at 20 µM
OTUD3 inh – inhibitors of human OTUD3 deubiquitinase. OTU domain-containing protein 3 (Homo sapiens), Q5T2D3. purified OTUD3, Ub-rhodamine fluorescence, 2 h. inhibition, % at 25 µM. hit rate 0.7% among 47,000. AID 1645858, 2021
Active calls of the source: *; i = inactive; / = not tested or not shown. Rule as the data show it: active = inhibition above about 30%; inactive = the rest. This is a random part of the collection; overall some 13% were active at least once.

SMILES	USP7 block	UCHL1 inh	USP30 inh	USP17 block	USP10 inh	USP28 block	USP8 block	OTUD3 inh
Cc1cc2cc(CNS(=O)(=O)N(C)C)ccc2[nH]1	-5.9	-3.5	-117.3	-14.4	-5.7	-26.1	10.5	-27.4
COc1c(C(=O)Nc2nnc(C3CC3)s2)csc1Cl	3.2	27.3	0.1	6.0	2.8	0.2	-2.0	4.5
CC(=O)Nc1cccc(NC(=O)c2nc3ccccc3n(C)c2=O)c1	3.6	1.0	7.9	0.0	2.6	7.5	-104.3	7.7
Nc1c(C(=O)Nc2ccc(Cl)cc2)nnn1Cc1cccc(F)c1	3.7	-0.4	16.6	1.3	3.7	-0.3	10.9	-7.2
Cc1cc(C)n2cc(CN3CCN(c4ccc(C(F)(F)F)cc4[N+](=O)[O-])CC3)nc2n1	-1.5	3.5	17.3	-19.9	-0.5	0.8	-102.3	4.3
O=C(OCc1nc2ccc([N+](=O)[O-])cc2[nH]1)c1cccc(S(=O)(=O)N2CCc3ccccc32)c1	1.8	-2.0	-138.9	-20.2	-7.0	-0.9	-58.6	-1.7
O=c1[nH]c(CN2CCCC2)nc2cc(C(F)(F)F)ccc12	-17.7	-0.5	-30.0	-6.5	-4.1	-6.6	-10.8	6.3
COc1ccc2ncc(S(=O)(=O)c3ccccc3)c(N3CCCCCC3)c2c1	11.0	4.7	8.9	10.3	10.9	-0.1	7.3	9.3
O=C(NCc1cccnc1)c1nc2c(s1)CCCN2c1ncccn1	1.9	2.6	-6.5	-0.6	2.6	-7.5	-16.6	-3.4
O=C(Nc1c2c(nn1-c1cccc(Cl)c1)CS(=O)(=O)C2)c1cccs1	-2.8	0.1	15.3	-6.1	1.4	11.7	9.3	6.7
CC1=C(C(=O)c2ccc(Cl)cc2)C(c2ccc(C)cc2)NC(=O)N1 (stereo unspecified)	-26.3	-0.3	-37.0	-10.8	5.7	-17.4	-0.4	-9.0
C=C1NC(=O)c2c(sc(C(=O)OCC(=O)N3c4ccccc4CC3C)c2C)N1 (stereo unspecified)	0.1	-4.1	-82.4	-23.2	-0.2	-24.0	-6.5	-30.6
O=S(=O)(c1ccc(O)cc1)N1C[C@@H]2c3nccn3-c3ccccc3[C@@H]2C1	0.2	-2.0	-12.4	-8.7	0.1	-3.8	0.0	-5.9
O=C(CC(c1cccc(F)c1)n1cccc1)NCc1ccc(Cl)cc1 (stereo unspecified)	-66.7	6.5	37.8*	4.9	9.6	14.5	11.1	12.7
COc1ccc(Cl)cc1C(=O)NCC(c1ccsc1)N1CCOCC1 (stereo unspecified)	-29.2	-2.9	-6.9	-6.8	-4.4	-5.2	-10.0	-6.0
CC(=O)N1CCN(c2nc3c(s2)CC(C(=O)NCc2ccccc2F)CC3)CC1 (stereo unspecified)	-4.0	-2.6	-17.1	-5.0	0.0	-5.6	-14.7	-9.9
NC(=O)C1CCN(CCOc2ccc(-c3[nH]ncc3-c3ccc(Cl)cc3)c(O)c2)CC1	-1.8	0.0	-21.6	20.6	-3.0	-9.3	77.4*	-12.8
Cc1cc(F)ccc1NC(=O)Cc1nnc(-c2ccc3ncccc3c2)o1	4.7	-0.7	-19.7	15.1	-3.2	10.6	46.9*	10.9
COc1ccc(CNC(=O)CN(C(=O)CCC(=O)Nc2ccccn2)c2cccc(C)c2C)cc1	-30.5	2.6	6.7	-0.5	2.8	-2.2	3.7	3.6
CN1CCN(C(=O)c2ccccc2Br)c2ccccc21	-3.6	-5.6	-139.9	-9.0	-12.4	-28.5	8.8	-45.7
O=C(NCCc1ccccn1)c1cn2ccnc(-c3ccc(F)cc3)c2n1	1.2	2.3	55.9*	21.3	-2.6	3.7	2.0	8.0
Cc1ccccc1S(=O)(=O)N1CCC2(CC1)OC(C(=O)N1CCCC1)Cn1ccnc12 (stereo unspecified)	-0.6	-2.7	-47.8	-16.3	-5.3	-9.1	-29.9	-6.4
O=C(NCC1CCCO1)c1cc2c(s1)CS(=O)(=O)C2 (stereo unspecified)	3.0	-2.3	-2.8	11.0	-1.7	5.5	25.3	0.7
Nc1cc(OC(=O)c2ccc(F)cc2)nn1S(=O)(=O)c1ccccc1	-12.1	-0.5	6.7	16.9	6.8	-10.4	-4.6	0.9
O=C(O)COCC(=O)Nc1scc2c1c(=O)oc1ccccc12	-0.3	7.7	-53.0	15.1	10.8	1.2	-10.7	-6.8
COc1ccc(N2CCN(CCCNC(=O)c3nnc(Cc4c(F)cccc4Cl)o3)CC2)cc1	-1.7	0.4	3.4	-3.2	-1.1	1.6	-3.3	-3.2
COc1ccccc1-c1ccc2nnc(SCC(=O)Nc3ccc4c(c3)OCCO4)n2n1	3.7	2.2	-33.4	/	1.4	3.4	-1.0	1.6
Cc1cc(C)c(Cn2cccc2C2=NC(Cc3ccccc3)CO2)c(C)c1 (stereo unspecified)	7.0	3.0	-0.2	7.3	1.2	-2.5	4.2	5.7
Cc1cc(C(=O)N2CCC(c3nc4ccccc4cc3C(=O)N3CCCC3)CC2)on1	-0.1	0.2	17.3	2.1	-0.6	5.6	17.7	12.5
COc1ccc(Cn2cc(S(=O)(=O)N3CCCCCC3)ccc2=O)cc1	-9.7	0.0	-3.4	-0.3	0.5	-6.4	-8.5	-2.8
COCCN1C(=O)C(NC(=O)c2ccccc2)=CCC1(O)C(F)(F)F (stereo unspecified)	2.1	-1.3	-20.9	-4.5	-1.7	-9.1	-0.7	-3.8
Cc1cc(NC(=O)CNc2ccccc2F)no1	-1.5	-1.2	-34.8	-14.9	-1.4	-12.1	0.7	-2.5
COC1C(CO)O[C@@H](O[C@H](C[C@@]2(C)[C@H](C)CCC(=O)[C@@H]2C)/C(C)=C/Cc2c(O)c(Cl)c(C)c(C=O)c2O)C(O)C1O (stereo partly specified)	6.5	4.9	26.6	11.2	-2.6	4.4	2.2	2.8
COC(=O)CNC(=O)c1cnc(Nc2ccccc2OC)c2ccccc12	-1.3	3.3	-14.5	30.8*	-0.5	9.2	16.0	1.2
O=C1CC(c2ccccc2)n2nc(NC(=O)c3cccc(F)c3)nc2N1 (stereo unspecified)	0.0	-0.4	-6.5	-0.1	3.3	-13.5	2.4	-6.6
O=C(COC(=O)C1(c2ccc(Cl)cc2)CCCC1)c1ccc2c(c1)OCCO2	1.5	2.1	-20.7	-14.7	4.1	-7.1	0.2	-10.2

A draw from above in order of molecular weight, lowest first:
SMILES	USP7 block	UCHL1 inh	USP30 inh	USP17 block	USP10 inh	USP28 block	USP8 block	OTUD3 inh
O=C(O)COCC(=O)Nc1scc2c1c(=O)oc1ccccc12	-0.3	7.7	-53.0	15.1	10.8	1.2	-10.7	-6.8
O=C1CC(c2ccccc2)n2nc(NC(=O)c3cccc(F)c3)nc2N1 (stereo unspecified)	0.0	-0.4	-6.5	-0.1	3.3	-13.5	2.4	-6.6
COCCN1C(=O)C(NC(=O)c2ccccc2)=CCC1(O)C(F)(F)F (stereo unspecified)	2.1	-1.3	-20.9	-4.5	-1.7	-9.1	-0.7	-3.8
COC(=O)CNC(=O)c1cnc(Nc2ccccc2OC)c2ccccc12	-1.3	3.3	-14.5	30.8*	-0.5	9.2	16.0	1.2
O=C(COC(=O)C1(c2ccc(Cl)cc2)CCCC1)c1ccc2c(c1)OCCO2	1.5	2.1	-20.7	-14.7	4.1	-7.1	0.2	-10.2
Cc1cc(C(=O)N2CCC(c3nc4ccccc4cc3C(=O)N3CCCC3)CC2)on1	-0.1	0.2	17.3	2.1	-0.6	5.6	17.7	12.5
COc1ccccc1-c1ccc2nnc(SCC(=O)Nc3ccc4c(c3)OCCO4)n2n1	3.7	2.2	-33.4	/	1.4	3.4	-1.0	1.6
COC1C(CO)O[C@@H](O[C@H](C[C@@]2(C)[C@H](C)CCC(=O)[C@@H]2C)/C(C)=C/Cc2c(O)c(Cl)c(C)c(C=O)c2O)C(O)C1O (stereo partly specified)	6.5	4.9	26.6	11.2	-2.6	4.4	2.2	2.8

(more compounds)
SMILES	USP7 block	UCHL1 inh	USP30 inh	USP17 block	USP10 inh	USP28 block	USP8 block	OTUD3 inh
CCc1ccc2oc(C(=O)NCC(c3ccco3)N3CCCC3)cc(=O)c2c1 (stereo unspecified)	1.8	1.6	17.8	1.0	3.7	9.1	9.4	10.4
CCCOc1ccc(C2C3=C(CC(C)(C)CC3=O)Nc3ccccc3N2C(=O)c2ccccc2)cc1OC (stereo unspecified)	0.0	4.4	42.4*	17.9	-1.4	4.9	8.3	15.0
O=C(Nc1ccc(Cl)cc1)c1cc(CN2CCCC2)on1	-22.4	3.7	10.5	-0.6	-2.6	-15.5	0.6	9.9
Cc1ccc(C)c(NC(=O)Cn2ccc3ccn(C)c3c2=O)c1	-0.6	-1.7	-4.1	46.1*	0.2	0.0	5.1	0.0
O=C(c1cc(-c2ccco2)[nH]n1)N1CCC(Cn2cccn2)CC1	-95.1	-74.0	i	-111.5	-3.9	-124.9	-5.9	-106.0
O=C(CN1CCn2c(cnc2C(F)(F)F)C1=O)Nc1cccc(F)c1	-2.2	-1.1	-6.3	-2.3	0.0	-4.9	2.9	-5.7
CC(=O)N1CCN(c2nc3c(s2)CC(C(=O)Nc2cccc(C)c2C)CC3)CC1 (stereo unspecified)	-0.6	-1.4	-14.1	-0.1	0.0	-11.2	-40.1	-2.5
Cc1ccccc1-c1noc(CCC(=O)Nc2cccc([N+](=O)[O-])c2)n1	-60.0	4.4	7.7	13.5	1.8	25.2	-64.2	13.9
CS(=O)(=O)N1Cc2ccccc2CC2(CCN(Cc3ccccc3)C2)C1 (stereo unspecified)	-8.9	-5.0	4.3	-7.5	2.2	-6.9	-18.7	-0.9
O=C(Cn1c(=O)n(-c2ccc(F)cc2)c2ncccc21)N1CCCCC1	-2.1	-1.9	-11.2	-9.6	-0.1	-12.2	-4.0	0.3
OC(CNCc1ccc(-c2ccccc2)o1)c1ccccc1 (stereo unspecified)	-9.5	5.2	16.6	12.4	3.4	20.7	16.6	9.7
Cc1ccccc1NC(=O)C1CCCN(c2nnc3cccc(C)n23)C1 (stereo unspecified)	-2.1	-3.4	-13.0	-0.7	-3.4	-6.0	0.4	0.2
COc1cccc(C2CC(=O)C3=C(C2)NC(C)=C(C(=O)OC2CCCC2)C3c2ccc(C)o2)c1 (stereo unspecified)	1.0	7.6	18.6	9.1	6.5	8.8	11.7	11.7
CN(C)C(=O)CN1CCC2(CC1)CN(Cc1ccccn1)C(=O)CO2	1.5	-0.1	14.5	-0.2	0.5	8.8	-70.1	7.8
Cc1ccc(-n2c3c(c(=O)[nH]c2=O)CN(Cc2ccco2)CN3)cc1	5.9	5.6	-2.6	-9.8	1.4	2.2	-10.7	0.6
O=C(c1ccco1)[C@H]1C(c2ccc(Cl)cc2)=NO[C@]12C(=O)Nc1ccccc12	-6.2	3.5	-9.8	6.1	0.1	8.5	0.0	2.9
O=C(c1ccc(CNS(=O)(=O)c2ccc(F)cc2)cc1)N1CCOCC1	-0.8	0.0	-10.7	-3.7	0.5	-14.9	4.2	0.0
Nc1c(-c2ccncc2)nsc1C(=O)N1CCN(c2cccc(Cl)c2)CC1	3.9	2.7	26.0	18.3	1.1	7.3	-2.5	4.4
c1ccc(-c2cc(NC3CC3)nc(-c3ccncc3)n2)cc1	-7.4	-9.9	-66.1	-8.0	-5.0	-5.5	4.3	-10.0
COc1ccccc1NC(=O)COc1ccccc1-c1nnc(-c2ccccc2)o1	1.7	1.7	13.3	6.2	-3.4	3.0	1.4	3.4
COc1ccc(S(=O)(=O)N2CCC[C@H](Cn3nnc(-c4ccccn4)n3)C2)cc1	2.2	1.7	15.1	7.3	2.5	7.7	11.4	4.2
Cc1cccc2nnc(N3CCCC(C(=O)NCc4ccccc4F)C3)n12 (stereo unspecified)	-1.8	-2.6	-29.5	0.0	-1.8	-5.8	0.4	-1.5
O=C(NCc1ccccn1)C1CCc2nc(N3CCN(C(=O)C4CCC4)CC3)sc2C1 (stereo unspecified)	1.1	-4.4	0.4	-3.3	0.1	-4.1	-9.7	-2.0
Cc1nnc(-c2cn(CC(=O)N3CCc4ccccc43)c3ccccc23)o1	-0.9	-1.0	-7.3	29.3	-2.9	0.7	13.3	2.9
O=S1(=O)c2ccccc2O[C@H]2CCN(c3ncccn3)CC[C@@H]2N1Cc1cccnc1	-2.2	-1.8	-25.4	-37.6	-3.7	0.0	-15.4	2.4
O=c1c(S(=O)(=O)N2CCCC2)cccn1Cc1ccccc1	-10.1	-5.9	-18.9	-0.7	-1.6	-5.2	-1.4	1.5
